Screening results from PubChem BioAssay.
PV pol inh: poliovirus RdRp elongation inhibitors, primary screen, biochemical, fluorescence polarization, total intensity; poliovirus polymerase elongation; hits give low values; % elongation, % (compound at 16.7 µg/mL); 150,000 tested, 0.66% active; AID 588519, 2011; in the data active = % elongation below about 90%; also: some results filed as inactive read as strong as hits
Target sequence (P03300 1749-2209 limits assumed): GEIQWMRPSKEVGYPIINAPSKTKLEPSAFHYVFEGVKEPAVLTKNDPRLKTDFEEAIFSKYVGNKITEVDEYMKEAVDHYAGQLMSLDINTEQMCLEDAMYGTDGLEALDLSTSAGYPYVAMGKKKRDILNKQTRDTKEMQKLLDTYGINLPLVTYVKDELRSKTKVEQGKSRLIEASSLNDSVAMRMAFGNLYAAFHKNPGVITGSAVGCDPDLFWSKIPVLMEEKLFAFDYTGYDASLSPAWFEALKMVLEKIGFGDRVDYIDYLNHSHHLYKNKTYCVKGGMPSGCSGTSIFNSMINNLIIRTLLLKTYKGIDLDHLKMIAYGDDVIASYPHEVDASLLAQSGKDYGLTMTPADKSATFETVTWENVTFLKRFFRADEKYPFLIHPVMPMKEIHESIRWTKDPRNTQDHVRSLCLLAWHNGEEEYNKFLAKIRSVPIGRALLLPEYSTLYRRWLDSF
PV pol inh FP z-score: further read-out of PV pol inh, marked with its call; z-score; measured here: FP z-score; hits read low
Starred values were filed as active, the others as inactive; & = joins results of further samples. A portion of the library, so the mix of outcomes need not match the whole.

SMILES	PV pol inh	PV pol inh FP z-score
COc1cccc(C(=O)NCCc2sc(-c3cccc(C)c3)nc2C)c1	108.0	0.2
COc1cc(OC)c(C(=O)OC2CCCC2=O)cc1OC (stereo unspecified)	102.0	-0.1
O=C(N/N=C/C1=C(N2CCOCC2)C(=C\c2ccccc2)/CC1)NC1CCCCC1	104.0	0.3
COc1ccc(COCC(O)CN2CC(C)OC(C)C2)cc1 (stereo unspecified)	100.0	-0.4
C=CCN1C(=O)/C(=C\c2cc(OC)c(O)c(OC)c2)SC1=S	111.0	3.4
CCOC(=O)C1CCCN(CC(=O)Nc2c(F)c(F)c(F)c(F)c2F)C1 (stereo unspecified)	99.0	-0.2
CCC(C#CCN1CCCCC1)(CC)OC(C)=O	104.0	0.9
Cc1nnc(Nc2ccccc2)n(N)c1=O	106.0	1
CCc1ccc(NC(=O)CSc2nc(-c3ccccc3Cl)nc3c2Cc2c(CO)cnc(C)c2O3)cc1	108.0	0.3
CC(C)CN1C(=O)c2ccc(C(=O)NC3CCCCC3)cc2C1=O	100.0	-0.4
C/C(N)=C\C(=O)Nc1ccccc1	101.0	-0.1
O=C(CNCC1CCCO1)Nc1ccccc1-n1cccc1 (stereo unspecified)	102.0	0.3
COc1ccc(N2CC(NC(=O)NCCn3c(C)cc4ccccc43)CC2=O)cc1OC (stereo unspecified)	102.0	0
CCOC(=O)c1cnc2cc(C)[nH]n2c1=O	101.0	-0.4
CCOc1ccc(S(=O)(=O)Nc2cccc(-c3ccc(OCC)nn3)c2)cc1	96.0	-2.4
Cc1nc2nc(SCc3c(F)cccc3Cl)nn2c(C)c1Cc1ccccc1	105.0	-0.7
Cn1cc(C(=O)O)ccc1=O	103.0	0.4
Cc1cc(C)[n+]2nc(-c3ccccc3)sc2n1	104.0	0.3
Cn1c(=O)cc(OCCCC(=O)N2CCCCCC2)c2ccccc21	102.0	-0.1
Cc1ccc2nc(N3CCN(C(=O)C4CC4)CC3)sc2c1	105.0	-0.5
CC1=C(C(=O)N(C)C)C(c2ccccc2Cl)NC(=O)N1 (stereo unspecified)	102.0	0.1
O=C1Cn2c(nc3ccccc32)N1c1ccccc1F	99.0	-0.4
Cc1cccc(C(=O)Nc2ccccc2-c2nc(-c3ccccc3)no2)c1	102.0	-0.8
CC(C)(C)c1ccc(OCC(=O)NC(c2ccccc2)c2ccccc2)cc1	105.0	0.4
CCN1CC=C2C(C#N)=C(N)C(C#N)(C#N)C(C)C2C1 (stereo unspecified)	66.0	-6.4
CCCCC[C@H](O)/C=C/[C@H]1C(=O)C[C@H](O)[C@@H]1C/C=C\CCCC(=O)O	103.0&100.0	0.7&0.1
NC(=O)C1CCN(CC(O)(c2ccccc2)c2ccccc2)CC1	106.0	0.2
COc1nc2ccccc2nc1CCC(=O)O	99.0	-0.7
NC(=O)c1cc(NC(=O)C2CCCC2)cc(C(N)=O)c1	105.0	0.3
O=C(CSc1nc2ccncc2[nH]1)Nc1ccccc1C(F)(F)F	105.0	-0.8
COC(=O)NC1C2CC3CC(C2)CC1C3 (stereo unspecified)	101.0	-0.2
CC1CCN(S(=O)(=O)c2cc(C(=O)N3CCN(c4ccccc4F)CC3)n(C)c2)CC1	108.0	0.4
Cn1c(=O)n(C)c2cc(NC(=O)C(F)(F)F)ccc21	101.0	0
CCCCN1C(=O)C(NC(=O)c2cccnc2)(C(F)(F)F)C2=C1CC(C)(C)CC2=O (stereo unspecified)	101.0	0
COC(=O)c1ccccc1NC(=O)CSc1cc(-c2ccccc2)nc(C)n1	110.0	0.7
CCC(C)S(=O)(=O)c1oc(-c2ccc(F)cc2)nc1S(=O)(=O)c1ccc(C)cc1 (stereo unspecified)	103.0	0.3
O=c1cccc(-c2ccc(O)cc2)o1	100.0	0
COC(=O)c1cc(SC#N)ccc1N	99.0	-0.4
COC(=O)c1ccc(NC(=O)CCCC(=O)OCC(=O)c2ccc(Cl)cc2)cc1	106.0	0.5
CC1CCCC(NC(=O)COC(=O)c2ccc(O)cc2)C1C (stereo unspecified)	102.0	0.3
CN(C)S(=O)(=O)Nc1cccc(-c2cn3c(n2)SCC3)c1	107.0	1.5
CCC(C)NC(=S)N(C)N (stereo unspecified)	107.0	0.6
O=C(Cc1n[nH]c(=O)c2ccccc12)Nc1ccc2c(c1)OCCO2	108.0	0.5
CCn1c(O)c(C=Nc2cccc3c2C(=O)NC3=O)c(=O)n(CC)c1=S	103.0	-0.1
CC1CCCN(C(=O)COC(=O)C2=NN(c3ccccc3)C(=O)CC2)C1 (stereo unspecified)	99.0	-0.3
O=C(NCCCN1CCCCC1)c1ccc(-n2c(-c3ccccc3)cc3c2CCCC3)cc1	99.0	-0.9
CCCn1cc(S(=O)(=O)c2cc(C)ccc2C)c(=O)c2cc(F)c(N3CCOCC3)cc21	99.0	-1.9
O=c1oc2ccccc2n1CNc1ccccn1	96.0	-1
CC1=C(C(=O)OC2CCCCCC2)C(c2ccccc2Cl)CC(=O)N1 (stereo unspecified)	108.0	0.6
O=C(c1ccc2c(c1)OCCO2)N(Cc1cccnc1)c1nc2c(F)cccc2s1	109.0	0.4
COC(=O)c1ccc(COc2ncnc3ccccc23)o1	108.0	-0.2
COc1ccc(C2=NOC(C(=O)NCc3ccccc3)C2)cc1 (stereo unspecified)	96.0	-1.3
Cc1c(C(=O)Nc2cccc(-c3nc4ccccc4s3)c2)oc2ccc(F)cc12	100.0	-0.5
Cc1nc2c(c(SCC(=O)Nc3ccccc3C(F)(F)F)n1)CCC2	107.0	0.4
CCOC(=O)C(CC)Sc1nnc(NC(=O)c2ccc3c(c2)OCO3)s1 (stereo unspecified)	103.0	0.8
CCOC(=O)N1CCc2c(sc3c2c(=O)n(-c2ccc(Cl)cc2)c(=O)n3CC(C)C)C1	107.0	0.7
O=C(c1ccccc1)c1cnc2cc3c(cc2c1N1CCCCCC1)OCCO3	101.0	-0.3
CNc1cc(NC)c2ncnc3c2c1C(=O)c1ccccc1-3	69.0	-5.8
Cc1cccn2c(=O)c(C(=O)N3CCN(c4ccccc4F)CC3)cnc12	106.0	-0.1
Brc1ccc(-c2ncc3ccccn23)cc1	102.0	0.8
The list continues:
SMILES	PV pol inh	PV pol inh FP z-score
CCN(C(=O)CSc1nnc(C(C)(C)C)n1N)c1cccc2ccccc12	102.0	-0.1
CCOC(=O)c1cc2c(=O)n3cccc(C)c3nc2n(C(C)C)c1=NC(=O)c1ccc2c(c1)OCO2	97.0	-0.3
COc1cc(C2CC(=O)N3CN(Cc4ccccc4)CSC3=C2C#N)cc(Br)c1O (stereo unspecified)	101.0	0.3
CCOC(=O)c1nnn2c1nc(Sc1nc3ccccc3o1)c1ccccc12	102.0	-0.3
Oc1oc(-c2ccccc2)nc1C=Nc1ccc2ccccc2c1	100.0	-0.5
C[C@]12CCC3c4ccc(O)cc4CCC3C1CC[C@@H]2O (stereo partly specified)	100.0	-0.1
CCOC(=O)c1cc(S(=O)(=O)N2CCN(c3ccccc3F)CC2)[nH]n1	106.0	-0.1
CCc1ccc(OCC(=O)Nc2ccc(OC)cc2)cc1	102.0	0
CCc1nc(SCC(=O)N2c3ccccc3Sc3ccccc32)n[nH]1	101.0	-0.5
CC(C)(C)n1ncc2c(=O)n(NC(=O)/C=C/c3ccccc3)cnc21	105.0	0.2
CN(C)c1ccc(CNC(=O)CC(c2cccs2)n2cccc2)cc1 (stereo unspecified)	103.0	1
O=C(Nc1nnc(S(=O)(=O)N2CCCC2)s1)c1ccc(F)cc1	116.0	1.7
COCCOc1cc(C)nc(N2CCOCC2)n1	100.0	-0.1
CC1CC(C)CN(C(=O)c2ccc3c(c2)NC(=O)CN3)C1 (stereo unspecified)	102.0	0.1
CN(C(=O)CSc1nc2c(c(=O)[nH]1)CCC2)c1ccccc1	101.0	-0.5
CCOc1ccc(S(=O)(=O)N2CCC(n3c(C)nc4cccnc43)CC2)cc1	103.0	-0.8
CC(C)(C)C(=O)/C=C1\NCCN\C1=C/C(=O)C(C)(C)C	106.0	0.2
COc1cc2nc(NCc3ccccc3Cl)n3nc(-c4cccnc4)nc3c2cc1OC	105.0	0.1
CCOc1ccc(CCNC(=O)c2ccc3[nH]c(C)c(C)c3c2)cc1	109.0	0.5
O=C(COc1ccccc1)N1CCCC2CCCCC21 (stereo unspecified)	103.0	0.3
O=C(NCc1ccc(Cl)cc1)c1cc2ccccc2o1	105.0	0.4
O=C(Cn1cncn1)N/N=C/c1ccccc1OC(=O)/C=C1\SC(=O)NC1=O	100.0	-0.2
Cc1c(Cl)cccc1NC(=O)CSc1nc(=O)n(Cc2ccco2)c2c1CCC2	103.0	-0.6
Cc1c(CC(=O)NCc2ccc(F)cc2)c(=O)oc2cc(O)c(Cl)cc12	110.0	0.8

Shown bar-delimited: entries from further up.
canonical_smiles | PV pol inh | PV pol inh FP z-score
CCOC(=O)c1cc(S(=O)(=O)N2CCN(c3ccccc3F)CC2)[nH]n1 | 106.0 | -0.1
CCc1ccc(OCC(=O)Nc2ccc(OC)cc2)cc1 | 102.0 | 0
CCc1nc(SCC(=O)N2c3ccccc3Sc3ccccc32)n[nH]1 | 101.0 | -0.5
CC(C)(C)n1ncc2c(=O)n(NC(=O)/C=C/c3ccccc3)cnc21 | 105.0 | 0.2
CN(C)c1ccc(CNC(=O)CC(c2cccs2)n2cccc2)cc1 (stereo unspecified) | 103.0 | 1
O=C(Nc1nnc(S(=O)(=O)N2CCCC2)s1)c1ccc(F)cc1 | 116.0 | 1.7
COCCOc1cc(C)nc(N2CCOCC2)n1 | 100.0 | -0.1
CC1CC(C)CN(C(=O)c2ccc3c(c2)NC(=O)CN3)C1 (stereo unspecified) | 102.0 | 0.1
CN(C(=O)CSc1nc2c(c(=O)[nH]1)CCC2)c1ccccc1 | 101.0 | -0.5
CCOc1ccc(S(=O)(=O)N2CCC(n3c(C)nc4cccnc43)CC2)cc1 | 103.0 | -0.8
CC(C)(C)C(=O)/C=C1\NCCN\C1=C/C(=O)C(C)(C)C | 106.0 | 0.2
COc1cc2nc(NCc3ccccc3Cl)n3nc(-c4cccnc4)nc3c2cc1OC | 105.0 | 0.1
CCOc1ccc(CCNC(=O)c2ccc3[nH]c(C)c(C)c3c2)cc1 | 109.0 | 0.5
O=C(COc1ccccc1)N1CCCC2CCCCC21 (stereo unspecified) | 103.0 | 0.3
O=C(NCc1ccc(Cl)cc1)c1cc2ccccc2o1 | 105.0 | 0.4
O=C(Cn1cncn1)N/N=C/c1ccccc1OC(=O)/C=C1\SC(=O)NC1=O | 100.0 | -0.2
Cc1c(Cl)cccc1NC(=O)CSc1nc(=O)n(Cc2ccco2)c2c1CCC2 | 103.0 | -0.6
Cc1c(CC(=O)NCc2ccc(F)cc2)c(=O)oc2cc(O)c(Cl)cc12 | 110.0 | 0.8

Later entries:
SMILES	PV pol inh	PV pol inh FP z-score
CC(C)N(C(=S)Nc1ccccc1Cl)C(C)c1ccccn1 (stereo unspecified)	102.0	0.2
COc1ccc(NC(=O)Cn2c(=O)n(Cc3ccco3)c(=O)c3sc4ccccc4c32)cc1OC	109.0	1.4
O=C(O)COc1ccccc1/C=C1/SC(=S)N(NC(=O)c2ccco2)C1=O	99.0	-0.5
Cc1ccc(NC(=O)Cn2c(=O)n(Cc3ccc4c(c3)OCO4)c(=O)c3ccccc32)c(C)c1	111.0	1.7
Cc1nn(C)c2sc(C(=O)N(Cc3ccccn3)Cc3ccccn3)cc12	99.0	-0.5
Cc1ccc(N2CCN(c3nc4c(S(=O)(=O)c5ccc(C)c(C)c5)nnn4c4ccccc34)CC2)c(C)c1	104.0	-0.3
O=C(OCc1ccccc1Cl)c1cc(=O)[nH]c2ccccc12	101.0	0.2
COc1ccc2nc(NC(C)=O)sc2c1	100.0	-0.4
COc1ccc(N(C(=O)c2cc(C)cc(C)c2)C2C=CS(=O)(=O)C2)c(OC)c1 (stereo unspecified)	104.0	0.9
O=C1c2oc3ccccc3c(=O)c2C(c2cccc(Cl)c2)N1c1ccccn1 (stereo unspecified)	104.0	-0.1
Clc1ccc(CCNc2ncnc3c2oc2ccccc23)cc1	102.0	-0.3
CCOC(=O)c1[nH]c(C)c(C(=O)NCc2cccc(OC)c2)c1C	108.0	-0.1
C#Cc1cccc(NC(C)=O)c1	102.0	0.2
Cc1nn(CC(=O)c2cc(C)n(CC(F)(F)F)c2C)c(=O)c(C#N)c1C	102.0	-0.1
CCOc1ccc(CCNc2ncnc3onc(C)c23)cc1OCC	114.0	0.8
CCOC(=O)c1nn(-c2ccc(C)cc2)c(=O)cc1OCC(=O)N1CCN(c2ccccc2)CC1	103.0	0.1
c1ccc2oc(-c3ccc(NCc4ccc5c(c4)OCO5)cc3)nc2c1	106.0	1.4
COc1cc(Cl)c(NC(=O)CCc2nc3cccnc3n2-c2ccccc2)c(OC)c1	107.0	0.3
Cc1c(O)c(=O)n(-c2ccccc2)n1C	100.0	0
Cc1n(O)c2c(NO)ccc(N=O)c2[n+]1[O-]	100.0	0.2
Cc1cccc(Cc2cnc(NC(=O)C3Cc4ccc(C)cc4C(=O)O3)s2)c1 (stereo unspecified)	106.0	0.3
COc1ccc(-c2nc(SC(C)C(=O)O)c3c(=O)n(C)c(=O)n(C)c3n2)cc1 (stereo unspecified)	101.0	0.2
COc1cc2ccccc2cc1C(=O)Nc1cc(-c2nc3ccccc3o2)ccc1C	100.0	-0.4
CCCN(CCC)c1ncnc2ccc(Br)cc12	101.0	-0.3
CC1Sc2ccc(S(=O)(=O)C(C)CC(=O)Nc3ccccc3F)cc2NC1=O (stereo unspecified)	101.0	-0.5
CCOC(=O)c1sc(Nc2ccc(C)cc2)c(C(=O)NCc2ccco2)c1N	103.0	0
COC(=O)c1ccc(CSc2nnc(N)s2)o1	101.0	-0.2
CCOC(=O)c1ccccc1NC(=O)CN1CCCN(Cc2cc(C)ccc2C)S1(=O)=O	111.0	0.9
C[C@H](N)[C@H](O)c1cccc(O)c1	98.0	-0.5
CCOC(=O)Cn1c(-c2ccc(Cl)cc2)csc1=Nc1ccc(F)cc1	107.0	0.5
CCc1cc(C=Nc2ccccc2)c(O)s1	96.0&101.0	-1.7&-0.6
O=C1c2ccccc2C(=O)N1CCn1cnc2c(cnn2-c2cccc(Cl)c2)c1=O	101.0	-0.1
O=c1c(NCCCc2ccccc2)nccn1-c1ccc2c(c1)OCCO2	102.0	0.5
O=C(Cn1c(CO)nc2ccccc21)Nc1ccccc1	101.0	-0.3
Nc1ccc(-c2ccc(N)cc2C(F)(F)F)c(C(F)(F)F)c1	102.0	0.2
